STEP block: STEP phosphatase inhibitors, primary screen, biochemical, fluorescence intensity, uHTS; recombinant STEP, OMFP fluorogenic substrate; inhibition, % at 20 µM; 360,000 compounds, 0.25% hits;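 active means inhibition at 20 µM, scaled per plate between control wells, above about 37%, limit read from the data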;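 further: 0% = DMSO with enzyme and substrate and 100% = substrate only without enzyme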
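Also added – OMFP at 25 µM · Test system – STEP tyrosine phosphatase · Technique – FITC-channel fluorescence of OMFP product · Schedule – 20 min at room temperature, dark · Evaluation – control-normalized % inhibition with plate pattern correction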
Neddylation inh: inhibitors of cullin neddylation, primary screen, biochemical, TR-FRET, uHTS, NAE and Ubc12; NEDD8-conjugating enzyme Ubc12 (Homo sapiens) + NEDD8-activating enzyme E1 regulatory …; calls only at 25 µM; 360,000 compounds, 0.58% hits; in the data active means inhibition above about 36%
CSN deneddyl inh: inhibitors of CSN-mediated cullin deneddylation, primary screen, biochemical, fluorescence polarization, uHTS; COP9 signalosome complex subunit 5 (Homo sapiens), Q92905; Purified CSN, SCF-Nedd8-OG deneddylation; inhibition, % at 12.5 µM; 360,000 compounds, 0.38% hits;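 active means pattern-corrected inhibition above about 35%, with an unprinted fluorescence ratio check between 0.5 and 1.5, limit read from the data, passing the limit was not always enough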;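 further: 0% = enzyme with substrate and 100% = substrate without enzyme; some results filed as inactive read as strong as hits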
Target sequence (Q92905 whole entry, looked up, one chain of several): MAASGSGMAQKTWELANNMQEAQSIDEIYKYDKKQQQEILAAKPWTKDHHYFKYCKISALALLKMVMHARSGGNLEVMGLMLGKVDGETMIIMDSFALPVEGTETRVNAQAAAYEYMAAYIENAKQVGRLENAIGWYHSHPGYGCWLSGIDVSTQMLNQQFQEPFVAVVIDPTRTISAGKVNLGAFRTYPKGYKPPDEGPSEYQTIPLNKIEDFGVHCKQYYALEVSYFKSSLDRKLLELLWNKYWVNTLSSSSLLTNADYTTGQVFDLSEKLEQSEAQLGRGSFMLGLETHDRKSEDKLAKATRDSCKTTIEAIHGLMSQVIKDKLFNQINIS
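assay system = purified human Csn5 enzyme expressed in HEK293T cells | amount = 0.24 nM enzyme | buffer or medium = Tris/NaCl/DTT buffer, pH 7.5 | reagent = 10 nM SCFSkp2-Nedd8OG | compound = one concentration, 12.5 µM, 0.25% DMSO | times = 90 min reaction at room temperature | signal = FP | read-out basis = % inhibition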
LMPTP block: LMPTP phosphatase inhibitors, primary screen, biochemical, fluorescence intensity, uHTS; recombinant LMPTP-A, OMFP fluorogenic substrate; AID 651560, 2012; inhibition, % at 20 µM; 360,000 compounds, 0.22% hits;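 active means compounds that cut the enzyme signal by at least half of the control window in the single-dose screen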;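 further: plate controls were DMSO wells with enzyme plus substrate for no effect and substrate without enzyme for full effect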
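material = LMPTP-A | quantity = 0.625 nM enzyme | reagent = OMFP substrate, 400 µM final | buffer or medium = Bis-Tris pH 6.0, DTT, detergent | detection = endpoint fluorescence intensity from OMFP dephosphorylation | dosing = single 20 µM dose | read-out basis = % inhibition relative to no-enzyme and uninhibited control wells | control set = no-enzyme and uninhibited controls | timing = 50 min at room temperature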
SUMO1-SIM PPI: modulators of SUMO1 protein-protein interactions, primary screen, biochemical, uHTS. SUMO1 binding to a labelled peptide, TR-FRET, 1 h. 360,000 compounds, 0.33% hits. inhibition, % at 20 µM; in the data active means inhibition above about 37%
Target sequence (P63165 whole entry, looked up): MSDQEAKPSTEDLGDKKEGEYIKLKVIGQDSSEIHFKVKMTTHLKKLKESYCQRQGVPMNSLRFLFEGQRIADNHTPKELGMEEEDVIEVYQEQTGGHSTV
Rpn11 inh: Rpn11 (PSMD14) deubiquitinase inhibitors, primary screen, biochemical, fluorescence polarization, uHTS; calls only at 20 µM; 360,000 compounds, 0.59% hits; 26S proteasome non-ATPase regulatory subunit 14 (Homo sapiens), O00487; human 26S proteasome, Ub4-pepOG fluorescence polarization; 20S core pre-blocked with epoxomicin;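 active means inhibition at 20 µM, scaled to each plate's controls, above about 33%, limit read from the data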
Target sequence (O00487 whole entry, looked up): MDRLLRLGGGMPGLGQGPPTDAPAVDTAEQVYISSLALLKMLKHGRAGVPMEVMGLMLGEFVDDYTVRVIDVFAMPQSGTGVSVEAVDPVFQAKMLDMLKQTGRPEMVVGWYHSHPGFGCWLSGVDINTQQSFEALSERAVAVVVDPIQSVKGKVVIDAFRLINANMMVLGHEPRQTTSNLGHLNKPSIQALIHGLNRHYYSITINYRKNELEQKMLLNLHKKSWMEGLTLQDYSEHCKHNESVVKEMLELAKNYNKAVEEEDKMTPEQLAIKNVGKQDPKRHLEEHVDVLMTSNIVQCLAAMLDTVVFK
DNMT1 block: human DNMT1 methyltransferase inhibitors, primary screen, biochemical, molecular beacon, fluorescence, HinP1I cleavage, uHTS | inhibition (reported as % activation of signal), % at 10 µM | 360,000 compounds, 0.83% hits; in the data active means inhibition above about 50%
NadD block: inhibitors of S. aureus NadD, primary screen, biochemical, colorimetric, uHTS | Nicotinate-nucleotide adenylyltransferase NadD (Staphylococcus aureus N315) | purified NadD enzyme, colorimetric absorbance read-out | inhibition, % at 20 µM | 360,000 compounds, 0.78% hits | AID 602399, 2012; in the data active means inhibition above about 26%; further: some compounds past the cut are filed as inactive
Rin1-Abl PPI inh: inhibitors of Rin1-Abl protein binding, primary screen, biochemical, TR-FRET; inhibition, % at 7.35 µM; 360,000 compounds, 0.4% hits; AID 588664, 2011; in the data active means inhibition above about 5%, passing the limit was not always enough
Scp-1 inhibitor: Scp-1 phosphatase inhibitors, primary screen, biochemical, colorimetric, uHTS | Carboxy-terminal domain RNA polymerase II polypeptide A small phosphatase 1 (Homo … | Recombinant Scp1, phosphopeptide, malachite green phosphate absorbance | inhibition, % at 20 µM | 340,000 compounds, 0.88% hits | AID 493091, 2011;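 active means inhibition above about 50% at 20 µM, limit read from the data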;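 further: plate controls were DMSO wells with enzyme for no effect and wells lacking enzyme for full effect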
Target sequence (Q9GZU7 76-261 limits assumed): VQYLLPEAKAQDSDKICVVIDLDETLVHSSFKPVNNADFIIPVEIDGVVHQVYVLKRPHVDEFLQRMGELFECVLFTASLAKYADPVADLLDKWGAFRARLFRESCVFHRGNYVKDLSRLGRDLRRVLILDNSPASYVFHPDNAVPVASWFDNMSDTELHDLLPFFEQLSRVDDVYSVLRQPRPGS
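System: SCP-1 catalytic domain; Reagent: Phospho 17-mer peptide substrate; Doses: one concentration, 20 µM, with 1.0% DMSO; Incubation: 45 min room-temperature reaction, 5 min colour, 30 min stabiliser; Signal: Phosphate-binding colour reagent, absorbance read at 630 nm.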
An asterisk follows results filed as active; i = inactive; / = not tested or not shown; + = active, no number. Compounds were not picked by outcome. About 3.8% of those tested had a hit in this group.

SMILES	STEP block	Neddylation inh	CSN deneddyl inh	LMPTP block	SUMO1-SIM PPI	Rpn11 inh	DNMT1 block	NadD block	Rin1-Abl PPI inh	Scp-1 inhibitor
Cc1ccc(OCC(=O)Nc2nnc(S(=O)(=O)N3CCCCC3)s2)cc1	3	i	12	31	43*	i	89*	49*	0	71*
Cn1nccc1C(=O)OCC(=O)Nc1ccccc1Cl	0	i	7	-1.1	4	i	2	-1	0	-4
CC1CC1C(=O)N(C)CC(=O)Nc1ccc(Cl)c(C(F)(F)F)c1 (stereo not drawn)	-3	i	1	0.4	3	i	-1	-5	-1	-4
COc1ccc([N+](=O)[O-])cc1NC(C)C	-1	i	-6	0.4	-10	i	-2	-3	0	-3
CN1CCc2c(sc3c2c(=O)n(-c2ccccc2)c2nnc(SCc4ccc(F)cc4)n32)C1	-4	i	0	-2.3	-1	i	1	-7	0	-3
O=C(OCc1nnc(-c2ccc(Cl)cc2)o1)c1ccc(=O)n(Cc2ccccc2)n1	-1	i	-2	1.5	-5	i	-2	8	2	-15
S=c1nc2c(n[nH]1)c1ccccc1n2CCc1ccccc1	0	i	-1	0.0	-28	i	2	2	-7	-6
Cc1ccc(C)c(Cn2nnc3c(=O)[nH]c(C4CCCN(C(=O)CC(C)C)C4)nc32)c1 (stereo not drawn)	2	i	2	-1.4	-1	i	2	5	-2	4
Cc1c(O)ccc(/C(Cc2ccc3ccccc3n2)=N\N)c1O	-3	i	13	1.5	-8	+	-13	18	0	-4
CCSc1nc2[nH]ncc2c(=O)[nH]1	2	i	0	-2.2	-5	i	1	0	-2	-1
CCOC(=O)c1cccc(NC(=O)CSc2nnc(C)n2CC2CCCO2)c1 (stereo not drawn)	5	i	2	-0.5	-1	i	3	-4	0	3
O=C(NCCCn1ccnc1)C(=O)NCC1OCCCN1S(=O)(=O)c1ccccc1 (stereo not drawn)	-1	i	-12	-2.3	3	i	11	-5	-1	1
CN(C)c1ccc(-n2cccc2/C=N/n2cnnc2)cc1	2	i	1	-1.2	-5	i	-7	-1	-4	-4
Cn1c(=O)c2[nH]c(CN(Cc3ccccc3)Cc3ccccc3)nc2n(C)c1=O	-1	i	1	-1.2	1	i	-5	-4	-1	-18
O=c1cc(-c2ccccc2)nc(N2CCN(Cc3ccccc3)CC2)[nH]1	0	i	2	1.4	-2	i	-2	-4	1	-4
Cc1ccc(NC(=O)Cn2nc(C(=O)O)c3ccccc3c2=O)cc1S(=O)(=O)N1CCCCC1	0	i	-2	-1.0	-3	i	-2	9	0	-12
CCCc1nc(SCC(=O)Nc2nc3c(s2)CCCC3)c2ccccc2n1	2	i	1	2.3	1	i	-6	9	-5	-1
O=C(Cn1c(=O)c2cccn2c2ccccc21)NCc1cccc(F)c1	1	i	2	0.9	1	i	0	3	1	9
CCN(C(=O)COC(=O)CCc1ccc(OC)cc1)c1c(N)n(Cc2ccccc2)c(=O)[nH]c1=O	8	i	-4	-1.6	4	i	0	2	-2	-8
Cc1nn(-c2ccccc2)c(C)c1NC(=O)COc1ccccc1C#N	-2	i	-4	-0.8	-8	i	-4	8	2	/
CSCCC(NC(=O)COc1ccccc1)C(=O)N1CCN(c2ccccc2)CC1 (stereo not drawn)	2	i	-8	-0.5	-2	i	-1	-9	0	0
C#CCOCCOCCOCCNc1nc(N2CCN(C(=O)C([C@@H](C)CC)n3cc(C(N)CC(C)C)nn3)CC2)nc(N2CCN(C(=O)[C@H](CCC(=O)O)n3cc(C(N)Cc4ccc(O)cc4)nn3)CC2)n1 (stereo partly drawn)	0	i	-4	-1.3	-3	i	4	2	0	0
Clc1ccccc1-c1nc(-c2ccc(Br)o2)no1	3	i	-4	2.0	4	i	5	-4	4	-18
O=C(NCC1CCCO1)c1cccc(Oc2ccc([N+](=O)[O-])cc2)c1 (stereo not drawn)	0	i	5	0.6	-23	i	0	-2	-4	-11
CCOC(=O)c1c(N/N=C/c2cccnc2)n[nH]c1C	2	i	-10	-2.0	-11	i	1	6	-1	-11
COCCCn1c(C)nnc1SCc1ccc(C(C)(C)C)cc1	-2	i	-1	-5.8	2	i	0	-4	3	-5
CCCCc1ccc(NC(=O)NCc2cccnc2)cc1	0	i	5	1.0	1	i	2	2	-1	-2
Cc1ccc(S(=O)(=O)Nc2ccccc2C(O)c2ccccc2)cc1 (stereo not drawn)	-3	i	-5	1.8	3	i	1	-10	0	-12
CNc1oc(/C=C/c2ccccc2)nc1C#N	1	/	-4	-0.9	-10	i	-1	0	-6	-5
CCOC(=O)CN1C(=O)S/C(=C/c2ccc3c(c2)n(C)c(=O)n3C)C1=O	-2	i	1	-1.4	-22	i	5	0	2	1

Whole records from above. Order of screens: STEP block	Neddylation inh	CSN deneddyl inh	LMPTP block	SUMO1-SIM PPI	Rpn11 inh	DNMT1 block	NadD block	Rin1-Abl PPI inh	Scp-1 inhibitor
Clc1ccccc1-c1nc(-c2ccc(Br)o2)no1 in the list: 3	i	-4	2.0	4	i	5	-4	4	-18
Cc1ccc(NC(=O)Cn2nc(C(=O)O)c3ccccc3c2=O)cc1S(=O)(=O)N1CCCCC1 in the list: 0	i	-2	-1.0	-3	i	-2	9	0	-12
CNc1oc(/C=C/c2ccccc2)nc1C#N in the list: 1	/	-4	-0.9	-10	i	-1	0	-6	-5
O=C(NCC1CCCO1)c1cccc(Oc2ccc([N+](=O)[O-])cc2)c1 (stereo not drawn) in the list: 0	i	5	0.6	-23	i	0	-2	-4	-11
C#CCOCCOCCOCCNc1nc(N2CCN(C(=O)C([C@@H](C)CC)n3cc(C(N)CC(C)C)nn3)CC2)nc(N2CCN(C(=O)[C@H](CCC(=O)O)n3cc(C(N)Cc4ccc(O)cc4)nn3)CC2)n1 (stereo partly drawn) in the list: 0	i	-4	-1.3	-3	i	4	2	0	0

Further results.
SMILES	STEP block	Neddylation inh	CSN deneddyl inh	LMPTP block	SUMO1-SIM PPI	Rpn11 inh	DNMT1 block	NadD block	Rin1-Abl PPI inh	Scp-1 inhibitor
COc1ccc2cc(C(=O)C3CCCN(C(=O)c4snnc4C)C3)ccc2c1 (stereo not drawn)	1	/	2	1.5	-17	i	-4	-3	-7	-24
OC[C@@H]1[C@@H](c2ccc(Cl)cc2)C(c2ccccc2)=NN1c1ccccc1	-3	/	3	4.2	5	i	-19	2	-3	-1
CCOc1c2ccc(C(=O)NCc3ccc(OC)cc3)cc2nn1CCOC	-2	/	-6	0.3	-13	i	-1	3	-1	0
CCOC(=O)c1c(C)[nH]c(C)c1C(=O)COC(=O)c1ccc(Cl)nc1	-1	i	1	-1.2	3	i	2	-3	2	-15
CC(Sc1nccn1C)C(=O)Nc1ccccc1 (stereo not drawn)	0	i	-3	-0.2	0	i	0	0	0	-2
CCC1CCCCN1c1cc(C)nc2cc(-c3cccc(C)c3)nn12 (stereo not drawn)	-1	/	-2	3.3	-3	i	-5	9	4	18
C=C(C)C(=O)OCCCCCCOc1ccc(C(=O)O)cc1	-20	i	3	2.9	3	i	12	1	-2	10
O=C(CCS(=O)(=O)c1ccc(Br)cc1)N1CCN(c2ccccc2Cl)CC1	-1	i	2	0.8	18	i	-3	1	9.0*	-2
COC(=O)C1=C(C(=O)OC)[C@]2([C@@H]3CC=CCN[C@@H](Cc4ccccc4)C(=O)N3Cc3ccccc3)C=C[C@H]1O2	2	i	1	0.7	4	i	1	7	3	-6
Cc1nn2c(nc(N3CCCCC3)c3ccccc32)c1C=O	2	/	-1	1.8	4	i	3	1	-1	-9
Cn1nc(C(C)(C)C)cc1C(=O)NCc1ccc2c(c1)OCO2	0	i	2	0.5	-1	i	1	-3	4	4
Cc1ccnc2nc(C(=O)OCCOc3ccc(F)cc3)nn12	1	i	1	-0.6	-3	i	-4	-4	0	-11
Cc1cccc(NC(=O)c2cc(N3C(=O)CCC3=O)ccc2Cl)n1	-3	i	-5	-0.6	1	i	-1	2	-4	-6
Cc1c(NC(=O)c2nn(C)c(=O)c3ccccc23)c(=O)n(-c2ccccc2)n1C	-2	i	1	-1.0	-4	i	1	-3	-1	-5
C#CCOCCOCCOCCNc1nc(N2CCN(C(=O)[C@H](Cc3cc4ccccc4[nH]3)n3cc([C@@H](N)CC(C)C)nn3)CC2)nc(N2CCN(C(=O)[C@H](Cc3cc4ccccc4[nH]3)n3cc([C@@H](N)CC(C)C)nn3)CC2)n1	2	i	50*	6.6	-12	+	-23	70*	3	33
CCCn1c(=O)c(-c2nc3ccccc3[nH]2)c(O)c2ccccc21	-1	i	0	0.8	30	i	3	-4	2	0
O=C(CCN1C(=O)c2ccncc2C1=O)Nc1ccc2c(c1)OCCO2	2	i	5	0.5	-15	i	-1	-7	-6	-7
c1ccc(C2=NCCCN2)cc1	-5	i	1	-1.3	2	i	3	-3	0	-7
O=C(NCc1ccco1)c1ccc(S(=O)(=O)c2cccc(S(=O)(=O)N3CCOCC3)c2)cc1	1	i	0	0.1	3	i	0	4	0	0
Cc1ccccc1CNC(=O)c1ccc2sc([C@H]3C[C@H](O)[C@@H](CO)O3)nc2c1	-3	i	3	0.1	8	i	-1	-2	-1	/
COc1ccc(-c2cnn3c4c(c(C)nc23)CCN4C2CCCC2)cc1OC	-1	/	14	0.8	1	i	15	3	1	-7
CCN(C(=O)CCS(=O)(=O)c1cc2c(cc1Cl)NC(=O)CO2)c1ccccc1	3	i	-3	-0.1	2	i	-1	7	3	-4
CC(C)[C@H](NC(=O)Nc1ccc2c(c1)OCCO2)C(=O)O	-1	i	0	0.0	0	i	-1	-5	2	-6
CN(C[C@H](Cc1ccccc1)N(C[C@@H](Cc1cccc2ccccc12)N(CCc1ccccc1)N=O)N=O)N=O	3	i	5	2.5	-2	i	2	1	-1	0
O=S(=O)(/N=C(\[O-])C[n+]1ccccc1)c1ccc(Cl)cc1	-1	i	-1	-1.2	-6	i	1	3	-4	-7
NC(=O)c1ccc(F)cc1	0	i	-3	-1.7	1	i	-3	3	-2	-3
COc1ccc(NC(=O)NC23CC4CC(CC(C4)C2)C3)cc1OC	6	i	-6	2.4	-1	i	-2	-1	-2	-5
